# Bioassay records deposited in PubChem BioAssay by National Center for Advancing Translational Sciences (NCATS).
# KDM5B inh – Primary screen for KDM5B Histone Demethylases FDH-coupled qHTS | Lysine-specific demethylase 5B (Homo sapiens), Q9UGL1 | KDM5B demethylase, FDH-coupled NADH fluorescence (FDH is formaldehyde dehydrogenase) | Potency, µM (top dose mostly 57.7 µM), without a hit: at the highest dose activity change, negative = inhibition, most hits filed as inhibitors | actives 2.6% (n = 220,000) | AID 1347165, 2019; active = well fitted inhibition curve with a large enough effect; inconclusive = small, poorly fitted or top-dose-only effect; inactive = no such curve, though single readings can be large or run the other way; also: 0% is about no effect; nearly all actives have a fitted effect of over 70% in size
# Target sequence (Q9UGL1 whole entry, looked up): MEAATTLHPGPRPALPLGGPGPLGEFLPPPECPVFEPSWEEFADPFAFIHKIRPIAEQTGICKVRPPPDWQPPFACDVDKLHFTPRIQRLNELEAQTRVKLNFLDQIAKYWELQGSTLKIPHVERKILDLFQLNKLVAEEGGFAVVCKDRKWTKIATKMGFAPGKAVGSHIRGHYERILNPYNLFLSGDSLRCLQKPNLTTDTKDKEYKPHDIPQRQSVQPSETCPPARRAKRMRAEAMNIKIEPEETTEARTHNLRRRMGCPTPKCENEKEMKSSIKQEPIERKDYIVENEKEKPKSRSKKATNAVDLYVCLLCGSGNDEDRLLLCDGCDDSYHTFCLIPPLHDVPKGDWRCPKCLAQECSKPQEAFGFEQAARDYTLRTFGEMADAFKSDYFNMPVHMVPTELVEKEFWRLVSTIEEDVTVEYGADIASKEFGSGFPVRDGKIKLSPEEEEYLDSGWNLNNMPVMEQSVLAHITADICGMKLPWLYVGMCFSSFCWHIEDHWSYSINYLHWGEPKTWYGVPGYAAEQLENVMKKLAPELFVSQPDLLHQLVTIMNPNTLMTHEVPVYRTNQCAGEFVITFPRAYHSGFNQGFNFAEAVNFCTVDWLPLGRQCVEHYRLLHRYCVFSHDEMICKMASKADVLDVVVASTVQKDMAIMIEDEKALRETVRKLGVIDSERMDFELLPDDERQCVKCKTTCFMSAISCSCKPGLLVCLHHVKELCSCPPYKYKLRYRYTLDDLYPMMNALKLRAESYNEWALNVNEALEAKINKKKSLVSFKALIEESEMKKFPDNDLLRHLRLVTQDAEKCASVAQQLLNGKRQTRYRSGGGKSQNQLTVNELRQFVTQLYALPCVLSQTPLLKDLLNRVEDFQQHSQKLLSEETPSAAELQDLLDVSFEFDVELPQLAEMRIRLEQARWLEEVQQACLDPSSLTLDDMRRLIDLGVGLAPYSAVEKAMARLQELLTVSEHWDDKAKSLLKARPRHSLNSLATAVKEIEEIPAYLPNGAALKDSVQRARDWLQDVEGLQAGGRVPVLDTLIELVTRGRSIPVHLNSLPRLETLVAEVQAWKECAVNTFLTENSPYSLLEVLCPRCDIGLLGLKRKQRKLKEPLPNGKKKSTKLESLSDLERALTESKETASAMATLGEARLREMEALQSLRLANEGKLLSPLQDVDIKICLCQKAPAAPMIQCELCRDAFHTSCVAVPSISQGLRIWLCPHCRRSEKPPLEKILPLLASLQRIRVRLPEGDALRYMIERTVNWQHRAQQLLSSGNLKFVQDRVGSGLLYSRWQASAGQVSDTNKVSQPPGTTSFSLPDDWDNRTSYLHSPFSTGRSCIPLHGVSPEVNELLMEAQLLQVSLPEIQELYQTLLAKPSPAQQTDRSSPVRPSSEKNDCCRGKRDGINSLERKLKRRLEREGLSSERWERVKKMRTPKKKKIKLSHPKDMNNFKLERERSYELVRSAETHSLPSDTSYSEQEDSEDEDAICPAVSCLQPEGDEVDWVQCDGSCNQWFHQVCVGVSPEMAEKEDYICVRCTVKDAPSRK
#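 Coupled FDH/NAD⁺ fluorescence readout. KDM5BΔAP 200 nM final; compound titration, 10 min RT preincubation; substrate mix 12.5 µM H3K4me3, 25 µM 2-OG, 50 µM Fe(II), 100 µM ascorbate, 0.25 mM NAD⁺, 0.25 U/mL FDH; ΔRFU over 30 min.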
# * hit, by the source's call; ? = inconclusive; & = joins results of further samples; [ ] = remark or other dose. Potency is read from the fitted curve at half-maximal effect. An excerpt (hit frequency here may not be typical).
KDM5B inh	compound
8%	Cc1ccc(C(=O)NCC(=O)NCCc2c[nH]c3ccccc23)cc1
9%	O=C(CCCl)Nc1ccc(S(=O)(=O)NCc2ccco2)cc1
22%	CN(C(=O)c1cn(C)c2ccccc12)C1CCS(=O)(=O)C1 (stereo not given)
?	COc1ccc(C(=O)NCCn2cc(SCC(=O)Nc3ccc(F)cc3)c3ccccc32)cc1
-14%	COc1cccc(CNC(=O)[C@@]23CCCC[C@H]2N(CCc2ccccc2)C(=O)CC3)c1
11%	Cc1ccc(NC(=O)C2CCN(C(=O)N3CCOc4ccccc43)CC2)c(Cl)c1
-22%	CN1C(=O)CC(C(=O)O)C12CCN(Cc1cscn1)CC2 (stereo not given)
23%	COCCn1c(SCc2ccc(Br)cc2)nnc1-c1cccc(C)c1
4%	Cc1csc(NC(=O)[C@@H]2C[C@@H](c3cccc(C(F)(F)F)c3)N(Cc3cnn(C)c3)C2)n1
-1%	COC[C@@H]1CN(C(=O)c2ccc(C)cn2)C[C@H]1c1nc(C2CC2)no1
-21%	COc1ccc(CNC(=O)Cn2ccc3cc(S(=O)(=O)N4CCCC4)ccc32)c(OC)c1
14%	Cc1nc(-c2c3n(c(=O)[nH]c2=O)CCCC3)no1

# Further results follow:
KDM5B inh	compound
-5%	CCSC1=N/C(=C\c2cccc3ccccc23)C(=O)S1
-3%	Cc1ccc(C(C)C)c(OC2(c3ccccc3)OC(=O)c3ccccc32)c1 (stereo not given)
-21%	CCC(=O)N1CCN(C2CCN(CCc3ccccc3)C2=O)CC1 (stereo not given)
0%	COc1ccc(OC)c(CCNC(=O)c2ccc(N3C(=O)CCS3(=O)=O)cc2)c1
10%[86.2 µM]	Cc1ccc2c(c1)N1C(=O)OC[C@@H]1CCN(C(=O)CCC(=O)O)C2
7%	Cc1ccc(-c2noc([C@@H]3CCCN3C(=O)c3ccc(C(C)(C)C)cc3)n2)cc1
-29%	CCOc1ccc(NC(=O)CN(c2ccc(Cl)cc2C)S(=O)(=O)c2ccccc2)cc1
1%	O=C(/C=C/c1ccc2ccccc2n1)NCc1ccccc1
?	O=C1NCCCCCN(Cc2cccc(F)c2)[C@@H]2C[C@@H](C(=O)N3CCc4ccccc4C3)C[C@H]12
-9%	COc1ccc(S(=O)(=O)Nc2nc3ccccc3nc2Nc2cc(C)ccc2C)cc1
-13%	COc1ccc(-n2c(=O)c3c(n2Cc2ccccc2)CN(CCCc2ccccc2)CC3)cc1
-30%	Cc1ccc(-n2ncc(C(=O)NCCN3CCc4ccccc4C3)c2C2CCN(C(=O)OC(C)(C)C)CC2)c(C)c1

# Other structures:
KDM5B inh	compound
-15%	CCn1nnc2cc(C(=O)Nc3ccc(C)cc3Br)ccc21
3%	COc1cccc(OC)c1C(=O)Nc1c(NC2CCCCC2)c2ccccc2oc1=O
2%	CCCC(=O)Nc1ccc(-c2nc(N)sc2C)cc1
-12%	O=C(O)[C@H]1C[C@@H](C(=O)NCc2cccnc2)CN(Cc2ccccn2)C1
29%	CCN(Cc1ccccc1)C(=O)C(=O)c1cn(CC(=O)N2CCCC2)c2ccccc12
24%	NC(=S)Nc1ccc(S(N)(=O)=O)cc1
-24%	COc1ccccc1N1CCN(C(=O)CCS(=O)(=O)c2cc(Br)cc3c2N(C(=O)C2CC2)CC3)CC1
6%	Cc1ccc(NC(=O)c2c3c(nc4ccccc24)C(=O)N(C2CCCCC2)C3)cc1F
7%	O=C(O)C1Cc2nc[nH]c2CN1C(=O)c1cccc(-n2cccn2)c1 (stereo not given)
8%	Cn1c(=O)c2c(ncn2CC(=O)N(CCc2cccs2)Cc2cccs2)n(C)c1=O
23%	O=C([C@H]1CCC[C@H](O)C1)N(CCc1ccc(Cl)cc1)Cc1cccnc1
-5%	CC1Oc2ccc(NC(=O)c3ccc([N+](=O)[O-])cc3)cc2CN(Cc2ccccc2)C1=O (stereo not given)

# Random excerpt: 2 records from the list.
KDM5B inh	compound
-15%	CCn1nnc2cc(C(=O)Nc3ccc(C)cc3Br)ccc21
8%	Cn1c(=O)c2c(ncn2CC(=O)N(CCc2cccs2)Cc2cccs2)n(C)c1=O

# (further entries)
KDM5B inh	compound
14%	O=C(CN1CCN(S(=O)(=O)c2ccccc2)CC1)NC(=O)NCc1ccco1
-11%	CN1CCCN(C(=O)c2ccccc2OC(F)(F)F)c2ccccc21
14%	CC1(C)CN=C(SCc2ccc(C#N)cc2)NC1
-16%	O=C1CCN(C(=O)c2ccc3ccccc3n2)CCCC(CO)CCN1 (stereo not given)
-25%	CCc1ccccc1NC(=O)Cn1cccc1-c1nc(-c2ccc(OC)c(F)c2)no1
13%	COc1ccccc1N1CCN(c2nc(-c3cccnc3)nc3ccccc23)CC1
6%	CC(C)C(=O)Nc1ccc(NC(=O)c2nccnc2N)cc1
?	COc1cc(/C=N/NC(=O)c2cc(-c3cccc(OC(C)C)c3)nc3ccccc23)ccc1O
-2%	Cc1nn(CC(=O)N(C(C)C)C(C)C)c(C)c1S(=O)(=O)NC(C)(C)C
-29%	Cc1ccccc1-c1nnc(SCC(=O)c2ccc(C#N)cc2)n1C
0%	COc1cccc(NC(=O)Cn2cc(C(=O)c3ccc(F)cc3)c(=O)c3cc(OC)ccc32)c1
13%	CC(C)(C)NC(=S)N/N=C/c1cccnc1

# (next part)
KDM5B inh	compound
-6%	CN1CC[C@H]2CN(C(=O)c3ccccc3-n3cccn3)C[C@@]2(C(=O)O)C1
5%[86.2 µM]	CSCCNC(=O)C1CN(c2ccc(Cl)cc2)C(=O)N1 (stereo not given)
-1%	CCc1nc2c(c(-c3ccc(Cl)cc3)n1)CCN([S+](=O)([O-])c1cccc(C(F)(F)F)c1)CC2
?	CCOC(=O)c1c(NC(=O)c2cc(OCC)c(OCC)c(OCC)c2)sc2c1CCCCC2
8%	CN(C)S(=O)(=O)c1ccc(N2CCOCC2)c(C(=O)N2CCCc3ccccc32)c1
-26%	OC[C@@H]1CNC[C@H]1C1CCN(Cc2cccc(Cl)c2)CC1
21%	COc1ccc(C2(C(=O)N3CCCC(c4nn(C)c(=O)n4C(C)C)C3)CC2)cc1 (stereo not given)
-2%	Cc1ccc(Cl)c(OCC(=O)Nc2sc3c(c2C(=O)N2CCOCC2)CCCC3)c1
-1%	CCCOc1ccc(C(C)NC(=O)c2ccc(C)nc2)cc1OC (stereo not given)
-7%	COCC1CN(C(=O)C2(c3ccccc3)CC2)CC12CCOCC2 (stereo not given)
0%	CCCCN(Cc1cc2cc(C)ccc2[nH]c1=O)C(=O)c1cccc(Cl)c1
-6%&0%	CC(C)c1ccc(C2N=C(N)Nc3nc4ccccc4n32)cc1 (stereo not given)

# Reformatted with tabs: entries from further up
molecule	KDM5B inh
COc1ccc(OC)c(CCNC(=O)c2ccc(N3C(=O)CCS3(=O)=O)cc2)c1	0%
CCc1nc2c(c(-c3ccc(Cl)cc3)n1)CCN([S+](=O)([O-])c1cccc(C(F)(F)F)c1)CC2	-1%

# Next results follow.
KDM5B inh	compound
9%	CCOc1ccccc1C1NC(=O)N(CC(=O)Nc2ccc(Cl)cc2F)C2=C1C(=O)OC2 (stereo not given)
32µM*	COc1cc(F)ccc1-c1nc(N2CCOCC2)cc2c1CN(CC(F)(F)F)C2=O
?	CC(C)c1ccc(NC(=O)Cn2c(=O)oc3cccnc32)cc1
11%	CCCCn1c(=O)[nH]c(=O)c2c1nc(CSc1n[nH]c(C)n1)n2CC
3%	O=C(CCl)NCC12CC3CC(CC(C3)C1)C2
?	COc1ccc2cc(C(=O)NC3CCN(C(C)=O)CC3)[nH]c2c1
-12%	Cc1nc(C)c(C(=O)N2CCCCCCNC(=O)CC2)s1
12%	CN(C)c1ccc([N+](=O)[O-])cc1
?	CC(C)(C)c1ccc(-c2nc3cc(N)ccc3o2)cc1
-2%	COc1cc(NC(=O)c2ccc3ccccc3n2)cc(OC)c1OC
19%	CCOC(=O)C12CCC(C(=O)O)(CC1)CC2
?	Cc1ccc(C)c(-n2nc(-c3c(C)nc4scc(CC(=O)N5CCCC5)n4c3=O)cc2C)c1

# Next section
KDM5B inh	compound
5%	COC(=O)c1c(C)[nH]c(C(=O)C(C)Nc2cc(OC)cc(OC)c2)c1C (stereo not given)
7%	Cc1c(C(=O)N2CCC(c3nc4ccccc4o3)CC2)oc2ccccc12
15%	CCc1ccc(CCC(=O)NC2CC3CCC2C3)cc1 (stereo not given)
-12%	CC(C)n1c(SCc2ccc(F)cc2)nc2c1c(=O)n(C)c(=O)n2C
-11%	C=CCSC1=N/C(=C\c2cccc(OC)c2)C(=O)S1
6%	O=[N+]([O-])c1cccc(-c2ccc3nnc(SCc4ccccn4)n3n2)c1
33%[activator]	COCC1CN(S(=O)(=O)c2cccc(C)c2)CC12CCOCC2 (stereo not given)
25%	COCCCNC(=O)CCc1nc(C2CCCN2S(C)(=O)=O)no1 (stereo not given)
20%	Cc1ccccc1CN(C)C(C(=O)NC1CC1)c1ccc(F)cc1 (stereo not given)
11%	COCCN1Cc2cccc(C(=O)Nc3cccc(C)c3C)c2C1=O
18%	O=C(CCc1ncc(-c2ccc(F)cc2)o1)Nc1ccncc1
25%	c1ccc(SCc2nnc3sc(-c4ccccn4)nn23)cc1

# Shown with tabs: part of the list above.
Compound	KDM5B inh
Cc1ccc(Cl)c(OCC(=O)Nc2sc3c(c2C(=O)N2CCOCC2)CCCC3)c1	-2%
CN1CCCN(C(=O)c2ccccc2OC(F)(F)F)c2ccccc21	-11%

# Other compounds
KDM5B inh	compound
32µM*	Cc1cc(C)n2ncc(C(=O)NCc3cc4n(n3)CCN(C(=O)N(C)C)C4)c2n1
5%	CC1CCCN(S(=O)(=O)c2ccc3c(c2)CCN3C(=O)CCC(=O)O)C1 (stereo not given)
?	Cc1ccc(N/N=C/C=C/c2ccccc2[N+](=O)[O-])c(C)c1
-5%	O=C(CSc1nc2c(c(=O)n1CCc1ccccc1)SCC2)Nc1cccc2ccccc12
13%	CC(=O)N1CCc2cc(S(=O)(=O)Nc3ccc4c(c3)CCN4S(C)(=O)=O)ccc21
1%	COc1ccc(C(=O)N2CCC(c3noc(-c4cnccn4)n3)C2)cc1OC (stereo not given)
-23%	COc1ccc(C2C(C#N)=C(N)Oc3n[nH]c(C)c32)cc1COc1cc(C)c(Cl)c(C)c1 (stereo not given)
32µM*	COCc1nc2nc(-c3ccccc3)c(Nc3ccc(F)cc3)cc2n1C
?	O=C(c1cc(=O)[nH]c(=O)[nH]1)N1CCc2[nH]nc(-c3ccc(F)c(F)c3)c2C1
-64%	COc1ccccc1CNC(=O)CCn1c(=O)c2ccccc2n(CC(=O)Nc2ccc(C)cc2)c1=O
14%	COc1cc(/C=C/c2nc(N)nc(-c3ccccc3O)n2)cc(OC)c1OC
-1%	Cc1c2cnn(CC(=O)N3CCCCC3)c(=O)c2c(C)n1Cc1ccc(Cl)cc1

# Carrying on:
KDM5B inh	compound
?	Cc1ccc(C2=C(O)C(=O)N(Cc3ccccn3)C2c2ccccc2)cc1 (stereo not given)
8%	CCOC(=O)c1c(NC(=O)c2cc(-c3ccccc3)on2)sc2c1CCCC2
-4%	O=C(Cn1nc(-c2cccc([N+](=O)[O-])c2)c2ccccc2c1=O)Nc1ccc(F)cc1
-1%[149 µM]	CN1CCC2(Cc3ccccc3CN(C(=O)c3ccccc3)C2)C1 (stereo not given)
35µM*	c1cncc(-c2cc(-c3cccc4cc[nH]c34)cn3cncc23)c1
13%	COc1ccc(C(CNC(=O)c2ccc(C#N)cc2)N2CCOCC2)cc1OC (stereo not given)
?	COc1cccc(CNC(=O)c2ccc3c(Cl)c4c(nc3c2)CCCC4)c1
?	Cc1ccc2oc(=O)c3cc(C(=O)N4CCN(C)CC4)sc3c2c1
-8%	FC(F)(F)c1cccc(N2CCN(Cc3ncc(-c4ccccc4)o3)CC2)c1
17%	O=C(NCCc1cccnc1)C12CC3CC(CC(C3)C1)C2
0%	COC(=O)Cc1nc(Nc2ccccc2)sc1C
?	O=C(NCc1cccs1)c1ccc(OC2CCN(Cc3ccccn3)CC2)cc1

# Entries above marked active in KDM5B inh:
KDM5B inh	compound
32µM*	COc1cc(F)ccc1-c1nc(N2CCOCC2)cc2c1CN(CC(F)(F)F)C2=O
32µM*	Cc1cc(C)n2ncc(C(=O)NCc3cc4n(n3)CCN(C(=O)N(C)C)C4)c2n1
32µM*	COCc1nc2nc(-c3ccccc3)c(Nc3ccc(F)cc3)cc2n1C
35µM*	c1cncc(-c2cc(-c3cccc4cc[nH]c34)cn3cncc23)c1

# The list continues:
KDM5B inh	compound
?	CCc1ccc(NC(=O)N2CCc3c(nc4cc(-c5ccc(OC)cc5)[nH]n4c3=O)C2)cc1
-6%	O=C(Nc1cccc(Cl)c1Cl)c1cc2nc(-c3ccc4c(c3)OCO4)cc(C(F)(F)F)n2n1
23%	Cn1c(=O)c2c(ncn2CCC(=O)N/N=C/c2ccncc2)n(C)c1=O
?	Cc1ccc(NC(=O)c2ccc3c(c2)N(C)C2CCCCCN2C3=O)cc1C (stereo not given)
?	N#C/C(=C\c1ccc([N+](=O)[O-])cc1)C(=O)NCCCn1ccnc1
1%[149 µM]	O=Cc1ccccc1Oc1ccc(F)c(Cl)c1
?	CCn1c(C)c(C)c2cc(C(=O)NCC(C)c3ccccc3)ccc21 (stereo not given)
-15%	CCN(C(=O)CSc1nc2ccccc2n1CC(=O)Nc1ccccc1C)c1ccccc1
